MrgX1 ag: human MrgX1 receptor agonism, primary screen; Q96LB2; MrgX1-HEK293 cells, Fluo-4 calcium fluorescence, agonist mode; stronger effect = higher value; B-score at 10 µM; hit rate 0.44% among 310,000; AID 588627;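 active means calcium response B-score plate-corrected fluorescence ratio at least 3 library SD, with starting fluorescence B-score inside 5 SD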
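times = overnight plating, then 30 min 37 °C plus 30 min room-temperature dye loading | assay system = stable human MrgX1 HEK293 cell line | input = fifteen thousand cells per well | signal = kinetic calcium dye fluorescence, Fluo-4 NW | dosing = compound delivered in addition one of three | read-out = B-scored fluorescence response ratio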
TRPC4 agonist: opens the mouse TRPC4 cation channel. Q9QUQ5. HEK293 TRPC4beta/mu-opioid, Fluo4 calcium fluorescence; stronger effect = higher value. B-score at 10 µM. hit rate 0.49% among 310,000. AID 2237;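 active means B-score above 5 SD of library B-scores, and initial fluorescence ratio not above library mean plus 5 SD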;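 further: positive B-score marks a calcium rise read as TRPC4 activation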
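Assay system: HEK293 stable line with TRPC4beta plus mu-opioid receptor. Times: dye 45 min RT, read 110 s. Measured by: kinetic Fluo4 calcium fluorescence. Measure: B score of integrated ratio. Controls: assay buffer as low control, maximal DAMGO as high control.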
MrgX1 allo act: allosterically activates human MrgX1 receptor signaling; Q96LB2; MrgX1-HEK293, Fluo-4 calcium flux, FDSS; stronger effect = higher value; hit rate 0.63% among 310,000; B-score at 10 µM; AID 588675;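 active means plate-corrected calcium response at least 3 library SD above typical, normal starting fluorescence, not activating the receptor alone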;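 further: compound read alongside a low EC10 to EC30 dose of BAM8-22 agonist; peak minus trough fluorescence over baseline measured at the second addition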
TMEM16A inh: blocks the mouse calcium-activated chloride channel TMEM16A | Q8BHY3 | HEK293 TMEM16A/YFP iodide influx fluorescence, ionomycin | hit rate 1.2% among 310,000 | normalized B-score (activity score, 25-100; higher = stronger inhibition) at 10 µM;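 active means ratio plate-corrected score three or more library SD toward inhibition, starting fluorescence score within five deviations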;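 further: score derived from kinetic fluorescence span divided by baseline fluorescence per well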
MrgX1 antagonist: antagonists of human MrgX1 receptor | AID 588676 | hit rate 1.3% among 310,000 | MRGX1-HEK293 calcium flux, Fluo-4, BAM8-22 antagonism; stronger effect = lower value | Q96LB2 | B-score at 10 µM;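 active means calcium-response B-score plate-corrected more than 3 library SD below zero, starting fluorescence within 5 deviations, no agonist response on first addition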;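 further: peak minus trough fluorescence over baseline after final BAM8-22 challenge near maximal dose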
ANO1 activ: mouse TMEM16A channel activation, primary screen; Q8BHY3; HEK293 TMEM16A/YFP-H148Q/I152L, iodide quench fluorescence; stronger effect = lower value; B-score at 10 µM; hit rate 0.3% among 340,000; AID 623877;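 active means fluorescence-ratio B-score plate-corrected deviation score at least 3 library SD below zero, with starting fluorescence score within 5 deviations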;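 further: channel opened by trigger with iodide after compound preincubation; score built on the fluorescence ratio of max minus min over baseline; more negative score means more quench and so TMEM16A activation or potentiation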
TRPC6 activator: mouse TRPC6 channel activation | HEK293-TRPC6 membrane potential dye fluorescence; stronger effect = higher value | B-score at 10 µM | hit rate 0.13% among 310,000 | AID 2550;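 active means B-score of the integrated fluorescence ratio above library mean plus 3 SD, and starting fluorescence ratio within library mean plus 5 SD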;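 further: higher score means more depolarization so channel activation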
Target sequence (Q61143 whole entry, looked up): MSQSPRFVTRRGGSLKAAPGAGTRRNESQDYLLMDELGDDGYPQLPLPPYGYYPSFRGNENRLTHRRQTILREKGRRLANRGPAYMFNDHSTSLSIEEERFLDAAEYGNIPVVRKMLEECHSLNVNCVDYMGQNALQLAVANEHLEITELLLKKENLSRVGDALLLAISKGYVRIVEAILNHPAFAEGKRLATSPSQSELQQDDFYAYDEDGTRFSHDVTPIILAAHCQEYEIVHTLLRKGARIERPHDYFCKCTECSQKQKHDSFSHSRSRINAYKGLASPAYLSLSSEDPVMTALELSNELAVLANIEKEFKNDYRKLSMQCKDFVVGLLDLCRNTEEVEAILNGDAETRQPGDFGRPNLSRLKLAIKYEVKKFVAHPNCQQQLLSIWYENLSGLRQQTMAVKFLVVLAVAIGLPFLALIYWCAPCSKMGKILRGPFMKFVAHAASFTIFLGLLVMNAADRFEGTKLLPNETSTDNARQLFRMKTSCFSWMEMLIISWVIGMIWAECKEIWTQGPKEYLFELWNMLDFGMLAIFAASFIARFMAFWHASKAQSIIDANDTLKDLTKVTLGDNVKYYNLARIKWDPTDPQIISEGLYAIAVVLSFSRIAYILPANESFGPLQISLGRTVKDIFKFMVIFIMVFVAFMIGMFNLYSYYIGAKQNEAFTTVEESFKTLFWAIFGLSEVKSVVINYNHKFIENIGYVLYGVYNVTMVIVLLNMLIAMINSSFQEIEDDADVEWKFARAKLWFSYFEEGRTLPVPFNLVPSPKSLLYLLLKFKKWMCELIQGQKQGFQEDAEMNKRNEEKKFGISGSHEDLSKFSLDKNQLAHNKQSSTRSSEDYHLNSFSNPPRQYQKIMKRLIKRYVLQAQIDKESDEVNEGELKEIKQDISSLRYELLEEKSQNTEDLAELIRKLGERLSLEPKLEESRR
SKKanGAS inh: blocks kanamycin growth of S. pyogenes SKKanGAS strain; BacTiter-Glo, 6 h; inhibition, % at 7.5 µM; hit rate 1.3% among 300,000;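 active means mean replicate score, as percent of positive control median, at least 50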;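 further: strain carries kanamycin resistance gene driven by streptokinase promoter and grows in 40 µg/ml kanamycin; loss of luminescence reflects streptokinase promoter inhibition or plain growth inhibition; 0% = median of DMSO wells and 100% = positive control at its reference dose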
TRPC6 inh: blocks the mouse TRPC6 cation channel | AID 2553 | B-score at 10 µM | HEK293-TRPC6, membrane potential dye, ACh-evoked depolarization; stronger effect = lower value | Q61143 | hit rate 1.1% among 310,000;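 active means B-score under library mean minus 3 SD, initial fluorescence not abnormally high, positive integrated signal ratio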;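 further: B-score derived from integrated fluorescence ratio over the kinetic read; more negative B-score means stronger inhibition of depolarization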
TRPC4 block: blocks the mouse TRPC4 cation channel | AID 2247 | B-score at 10 µM | HEK293 TRPC4beta/mu-opioid, DAMGO-evoked Fluo4 calcium flux; stronger effect = lower value | hit rate 0.39% among 300,000;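 active means B-score over 3 SD under the library average, no early fluorescence shift, positive overall ratio signal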
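Assay system – HEK293 line stably carrying TRPC4beta and mu-opioid receptor · Doses – single dose · Detection – Fluo4 calcium-dye fluorescence, kinetic read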
TRPC4 PAM: TRPC4 (mouse) allosteric potentiation; B-score at 10 µM; hit rate 0.42% among 310,000; HEK293 TRPC4beta/mu-opioid, DAMGO EC20, Fluo-4 Ca2+ flux; stronger effect = higher value; AID 2227; Q9QUQ5;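 active means B-score of calcium response area above 5 SD of library B-scores, with initial fluorescence ratio within 5 SD of library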;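 further: B-score of integrated fluorescence ratio over time as area under calcium response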
The depositor's hits bear a star; i = inactive; nt = no result given.

Screens in order – MrgX1 ag	TRPC4 agonist	MrgX1 allo act	TMEM16A inh	MrgX1 antagonist	ANO1 activ	TRPC6 activator	SKKanGAS inh	TRPC6 inh	TRPC4 block	TRPC4 PAM
> O=C(NCC(=O)N1CCN(S(=O)(=O)c2ccccc2F)CC1)c1ccc2ccccc2c1
  i	i	i	i	i	i	i	5	i	i	i
> CCOC(=O)C1=C(N)Oc2cc(O)ccc2C1c1ccccc1 (centres undefined)
  i	i	i	i	i	i	i	-1	i	i	i
> CCOc1ccccc1NC(=O)Cn1c(=O)c(OCC)nc2cnccc21
  i	i	i	i	i	i	i	12	i	i	i
> CCOC(=O)N1CCC(NC(=O)CS(=O)Cc2nc(-c3ccc(C)cc3)oc2C)CC1 (centres undefined)
  i	i	i	i	i	i	i	8	i	i	i
> C=CCNC(=O)c1ccc2c(=O)n(CCCN3CCCC3=O)c(=S)[nH]c2c1
  i	i	i	i	i	i	i	0	i	i	i
> O=[N+]([O-])c1ccc(OCC(O)CN(C2CCCCC2)C2CCCCC2)cc1 (centres undefined)
  i	i	i	i	i	i	i	-21	i	i	i
> CC1Cc2ccccc2N1Cc1cccc([N+](=O)[O-])c1 (centres undefined)
  i	i	i	i	i	i	i	7	i	i	i
> Nc1ccc2nc(SCC(=O)Nc3ccc(N4CCOCC4)c(Cl)c3)sc2c1
  i	i	i	i	i	i	i	11	i	i	i
> CN(C)c1nc(Oc2ccc(=O)[nH]n2)nc(N2CCOCC2)n1
  i	i	i	i	i	i	i	0	i	i	i
> Cc1cc(C(=O)CSc2nnc(-c3ccncc3)n2-c2ccccc2)c(C)n1C
  i	i	i	i	i	i	i	2	i	i	i
> C=CCn1c(COc2ccccc2)nnc1SCC(=O)Nc1ccc(S(N)(=O)=O)cc1
  i	i	i	i	i	i	i	2	i	i	i
> Cc1ccc(-c2nc3ccccc3c(=O)n2CCCn2ccnc2)cc1
  i	i	i	i	i	i	i	6	i	i	i
> COc1cccc(CNC(=O)c2c(C)nn(-c3ccccc3)c2C)c1
  i	i	i	i	i	i	i	-3	i	i	i
> CCOc1ccc2nc(N(CCN(CC)CC)C(=O)/C=C/c3cccs3)sc2c1
  i	i	i	i	i	i	i	2	i	i	i
> O=C(O)C1C2C=CC(CC2)C1C(=O)O (centres undefined)
  i	i	i	i	i	i	i	-4	i	i	i
> COc1ccc(C(=O)Nc2ccccc2C(=O)NC(Cc2ccc(O)cc2)C(=O)NNC(=O)c2ccncc2)cc1 (centres undefined)
  i	i	i	i	i	i	i	13	i	i	i
> COC(=O)CC(NC(=O)Nc1ccccc1F)c1ccc2c(c1)OCO2 (centres undefined)
  i	i	i	i	i	i	i	1	i	i	i
> CC1CCN(CC(O)COCCC23CC4CC(CC(C4)C2)C3)CC1 (centres undefined)
  i	i	i	i	i	i	i	-10	i	i	i
> Cc1ccc(Cn2ccc(-c3cnc(-c4ccccc4)s3)n2)cc1
  i	i	i	100*	i	i	i	0	i	i	i
> Cn1ccsc1=NC(=O)c1ccc(=O)[nH]c1
  i	i	i	i	i	i	i	-1	i	i	i
> O=c1c2ccccc2nc(-c2ccco2)n1/N=C/c1ccco1
  i	i	i	i	i	i	i	-6	i	i	i
> c1ccc(Cc2nn3c(COc4ccccc4)nnc3s2)cc1
  i	i	i	i	i	i	i	-17	i	i	i
> CCc1nc(SCC(=O)NNC(=O)c2ccc(OC)cc2)c2ccccc2n1
  i	i	i	i	i	i	i	-16	i	i	i
> O=C1CCCC(O)=C1N=Nc1ccc2ncsc2c1
  i	i	i	i	i	i	i	-2	i	i	i
> CCOC(=O)c1ccc(NC(=O)CN2C(=O)CN(C(C)=O)C2=S)cc1
  i	i	i	i	i	i	i	4	i	i	i
> Cc1cnc(C(=O)OCC(=O)Nc2ccc(Cl)cc2Cl)cn1
  i	i	i	i	i	i	i	-4	i	i	i
> CCOC(=O)c1cc(NC(=O)c2c(C)noc2C)cc(C(=O)OCC)c1
  i	i	i	i	i	i	i	nt	i	i	i
> COc1ccc(N2C(=O)CC(N(Cc3ccc(S(N)(=O)=O)cc3)C(C)=O)C2=O)cc1 (centres undefined)
  i	i	i	i	i	i	i	1	i	i	i
> CCCCCCSc1ccc([C@@H]2[C@@H]3C(=O)N(C)C(=O)[C@@H]3[C@]3(C(=O)OC)CCCCN23)cc1OC
  i	i	i	i	i	i	i	27	i	i	i
> Cc1ccc2c(Cl)c(C(=O)Nc3cccnc3)sc2c1
  i	i	i	i	i	i	i	-18	i	i	i
> O=C(CNC(=O)c1ccc(Cl)cc1Cl)OCCOc1ccccc1
  i	i	i	i	i	i	i	-6	i	i	i
> Cc1ccccc1OCc1nnc(SCC(=O)Nc2ccc3c(c2)OCO3)n1C
  i	i	i	i	i	i	i	-21	i	i	i
> O=C(NCCN1CCCC1)C1(S(=O)(=O)c2ccc(Cl)cc2)CC1
  i	i	i	i	i	i	i	-1	i	i	i
> Cc1nc(-c2ccc(S(=O)(=O)N3CCN(C(c4ccccc4)c4ccccc4)CC3)s2)cs1
  i	i	i	i	i	i	i	14	i	i	i
> O=c1cc(N2CCOCC2)[nH]c(=O)n1C1CCCCC1
  i	i	i	i	i	i	i	-10	i	i	i
> CCOC(=O)C1(CCOc2ccccc2)CCN(CC(O)CO)CC1 (centres undefined)
  i	i	i	i	i	i	i	-14	i	i	i
> CC(=O)c1c(C)[nH]c(C(=O)OCC(=O)N2CCN(S(=O)(=O)c3ccc(C)cc3C)CC2)c1C
  i	i	i	i	i	i	i	-3	i	i	i
> N#Cc1ccc(NC(=O)Cn2c3[n+](c4ccc(C(F)(F)F)cc42)CCCCC3)cc1
  i	i	i	i	i	i	i	1	i	i	i
> O=C(NC1CCCC1)C(c1cccnc1)N(C(=O)c1ccco1)c1ccc(F)cc1 (centres undefined)
  i	i	i	i	i	i	i	9	i	i	i
> CC(C(=O)N(C)Cc1ccccc1)N1CCN(C/C=C/c2ccccc2)CC1 (centres undefined)
  i	i	i	i	i	i	i	-10	i	i	i
> Clc1ccc(-n2cccc2CN2CCc3c([nH]c4ccccc34)C2c2ccccn2)nc1 (centres undefined)
  i	i	i	i	i	i	i	2	i	i	i
> Cc1ccc(CN2C(=O)N/C(=C/c3ccc4c(c3)n(C)c(=O)n4C)C2=O)cc1
  i	i	i	i	i	nt	i	8	i	i	i
> O=c1[nH]c(NNC(=S)NC2CCCCC2)nc2c1C1(CCCC1)Cc1ccccc1-2
  i	i	i	i	i	i	i	74*	i	i	i
> CCOC(=O)c1cc(NC(=O)N(C(C)C)C2CCCCC2)c(C)nc1C
  i	i	i	i	i	i	i	-1	i	i	i
> O=S(=O)(Nc1ccccc1)c1ccc(NS(=O)(=O)c2c(F)cccc2F)cc1
  i	i	i	i	i	i	i	1	i	i	i
> CSc1ccc(Cl)c(C(=O)NCC(C)C)c1
  i	i	i	i	i	i	i	-2	i	i	i
> CCC/C=C1/CCCOC(C(=O)NCCN2CCOCC2)(C(F)(F)F)C1 (centres undefined)
  i	i	i	i	i	i	i	3	i	i	i
> CNC(=S)N/N=C(\C)c1cccc([N+](=O)[O-])c1
  i	i	i	i	i	i	i	-3	i	i	i
> CCOc1ccc(-c2cc(C(=O)N/N=C(\C)c3cccnc3)c3ccccc3n2)c(OCC)c1
  i	i	i	i	i	i	i	8	i	i	i
> Cc1cc(C)c(C(N)=O)c(NC(=O)Nc2ccccc2)n1
  i	i	i	i	i	i	i	0	i	i	i
> CCCCNC(=O)CCN1N=C(c2ccccc2)CCC1=O
  i	i	i	i	i	i	i	1	i	i	i
> O=C(COC(=O)C1CCCCC1)Nc1ccccc1OC(F)F
  i	i	i	i	i	i	i	-3	i	i	i
> CCCC(=O)Nc1cccc(C(=O)Nc2nccs2)c1
  i	i	i	i	i	i	i	-26	i	i	i
> Cn1c(SCC(=O)Nc2ccccc2)nc2ccccc2c1=O
  i	i	i	i	i	i	i	-2	i	i	i
> CCCCn1c(CN2CCN(c3ccccc3)CC2)nc2c1c(=O)n(C)c(=O)n2C
  i	i	i	i	i	i	i	-1	i	i	i
> O=C(NNC(=O)c1cccs1)c1csc(N2CCOCC2)n1
  i	i	i	i	i	i	i	-2	i	i	i
> O=C1CSC(c2cccc(F)c2)N1c1c(F)cccc1F (centres undefined)
  i	i	i	i	i	i	i	0	i	i	i
> COc1ccc(NS(=O)(=O)c2ccc(O)c(C(=O)OCC(=O)Nc3ccc4c(c3)OCCO4)c2)cc1
  i	i	i	i	i	i	i	15	i	i	i
> O=C(N/N=C/c1ccc(OCc2ccccc2)cc1)c1ccco1
  i	i	i	i	i	i	i	-9	i	i	i
> CCCn1c(SCC(=O)NC2CCCc3ccccc32)n[nH]c1=O (centres undefined)
  i	i	i	i	i	i	i	-19	i	i	i

(further entries)
Screens in order – MrgX1 ag	TRPC4 agonist	MrgX1 allo act	TMEM16A inh	MrgX1 antagonist	ANO1 activ	TRPC6 activator	SKKanGAS inh	TRPC6 inh	TRPC4 block	TRPC4 PAM
> CCCS(=O)(=O)N1CCCC(C(=O)NCCN2CCCCC2C)C1 (centres undefined)
  i	i	i	i	i	i	i	-6	i	i	i
> O=C1c2ccccc2C(=O)c2c1cccc2-n1nnc2ccccc21
  i	i	i	i	i	i	i	3	i	i	i
> Cn1c(=O)n(C)c2cc(CN3C(=O)OC(C)(C)C3(C)O)ccc21 (centres undefined)
  i	i	i	i	i	i	i	2	i	i	i
> Clc1ccc(-n2nnnc2-c2cnc3ccccc3c2-c2ccccc2)cc1
  i	i	i	i	i	i	i	-7	i	i	i
> Cc1csc(Nc2ccccc2C(F)(F)F)n1
  i	i	i	i	i	i	i	9	i	i	i
> O=C1NC(c2cccnc2)C(C(=O)c2cccs2)C(O)(C(F)(F)F)N1 (centres undefined)
  i	i	i	i	i	i	i	-5	i	i	i

Screening data: PubChem, several laboratories
